# Screens from PubChem BioAssay.
# S2 tox: Viability Counterscreen for Primary qHTS for Inhibitors of ATXN expression. S2 cells (HEK-293 line with an ATXN2-luciferase reporter) viability, CellTiter-Fluor protease fluorescence, 24 h. Potency, µM (highest dose often 56.7 µM), actives largely listed as cytotoxic. 400,000 tested, 0.49% active. AID 651635, 2014; note: potency is the fitted concentration of half-maximal effect; nearly all actives have a fitted effect of over 40% in size
# HepG2 viability: qHTS for Inhibitors of TGF-b: Cytotox Counterscreen; HepG2 CAGA-GFP viability, ATP luminescence, 18 h; Potency, µM (top dose mostly 46.1 µM), for the others: top-dose activity change, negative = cytotoxicity, most hits filed as cytotoxic; 410,000 tested, 0.76% active; note: potency is the fitted concentration of half-maximal effect; some results filed as inactive show a strong effect at the top dose
#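 HepG2 CAGA-GFP cells (1000/well, DMEM with 1% FBS) received compound, then TGF-beta at 500 pg/mL final, and were incubated 18 hours at 37 degrees C. Viability was read by CellTiter-Glo luminescence. Media-only wells were set as complete cell-killing and DMSO as no toxicity.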
# Nrf2 ARE act: qHTS of Nrf2 Activators | AREc32 ARE-luciferase reporter (MCF7-derived line), luminescence, 24 h | Potency, µM (series often up to 46.1 µM), for the others: at the highest dose activation, usual class: activators | 410,000 tested, 0.31% active; note: potency is the fitted concentration of half-maximal effect; % of control where 0% means no effect; nearly all actives have a fitted effect of over 65% in size
#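 Cells of the AREc32 ARE-luciferase line are plated in OPTI-MEM containing 5% FBS and left overnight at 37 deg C. Compounds are pinned in, incubation continues 24 hr, and firefly luciferase signal is then measured.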
# A549 viability: Nrf2 qHTS screen for inhibitors: counterscreen for cytotoxicity. A549 ARE-Fluc cells, CellTiter-Fluor viability, 18-24 h. Potency, µM (top dose mostly 46 µM), inactives show top-dose activity change, negative = cytotoxicity, actives largely listed as inhibitors. 390,000 tested, 0.16% active; note: potency is the fitted concentration of half-maximal effect; % is set by controls: 0 for no effect and ±100 for the full control effect
#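 Cytotoxicity counterscreen: CellTiter-Fluor fluorescence was measured in A549 ARE_Fluc cells after 18-24 h of compound exposure in a concentration series. The subsequent BugLite luminescent read reports ARE-luciferase activity.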
# TGFb inhibitor: qHTS for Inhibitors of TGF-b. HepG2 CAGA-GFP TGF-b/SMAD3 reporter, GFP fluorescence, 18 h; TGF-beta stimulated, 500 pg/mL final. 410,000 tested, 1.2% active. Potency, µM (doses to about 46.1 µM), without a hit: at the top dose activity, negative = inhibition, hits mostly inhibitors; note: potency is the fitted concentration of half-maximal effect; % is set by controls: 0 for no effect and ±100 for the full control effect; nearly all actives have a fitted effect of over 65% in size
#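 Read-out: total well GFP (ex488/em500-530) summed from mean per-cell fluorescence. Cells: HEPG2 CAGA-GFP, 1% FBS DMEM, 18 h at 37 degrees C with 500 pg/mL final TGF-beta. Unstimulated wells served as the full-inhibition control; stimulated DMSO wells = 0%.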
# IL2 activator: qHTS of IL-2 Activators. IL-2 activation reporter assay, cell-based qHTS; stimulated with anti-CD3/CD4/CD28 beads; in transgenic mouse T cells. activation, % (series mostly up to about 46 µM). 360,000 tested, 0.065% active. AID 652025, 2013; in the data active = activation above about 50%; inconclusive = mostly about 30% to 49%; note: 0% is about no effect
#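 Screening format: compound pinned onto unstimulated transgenic mouse T cells, 60 min incubation, then anti-CD3/anti-CD4/anti-CD28 bead stimulation for 18 hours at 37 degrees C, followed by EGFP and DsRed detection.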
# Nrf2 inh: Nrf2 qHTS screen for inhibitors; A549 ARE-Fluc reporter, luciferase luminescence, 18-24 h; Potency, µM (top dose mostly 46 µM), without a hit: at the top dose activity change, negative = inhibition, actives largely listed as inhibitors; 360,000 tested, 2.1% active; note: potency is the fitted concentration of half-maximal effect; % is set by controls: 0 for no effect and ±100 for the full control effect; nearly all actives have a fitted effect of over 60% in size
#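 Nrf2 activity is the BugLite luminescence, read 15 min after reagent at room temperature, following CellTiter-Fluor cytotoxicity readout (30 min, 37C). Compound titrations were applied for 18-24 h to 5000 A549 ARE_Fluc cells/well in 5% FBS OPTI-MEM.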
# ATXN2 expr inh: Primary qHTS for Inhibitors of ATXN expression. HEK-293 ATXN2-luciferase reporter, luminescence, 24 h. AID 1745845, 2022. 360,000 tested, 0.72% active. Potency, µM (top dose mostly 57 µM), inactives show top-dose activity change, negative = inhibition, most hits filed as inhibitors; note: potency is the fitted concentration of half-maximal effect; % is set by controls: 0 for no effect and ±100 for the full control effect; nearly all actives have a fitted effect of over 55% in size
#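 qHTS (up to 57 uM final) was run with 24 h compound exposure of reporter cells at 37 °C. Each well was multiplexed: SteadyGlo luminescence measured ATXN2-luciferase expression after a fluorogenic Gly-Phe-AFC viability readout (25 uM final).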
# EPAC2 agonist: qHTS for Agonist of cAMP-regulated guanine nucleotide exchange factor 4 (EPAC2): primary screen. Rap guanine nucleotide exchange factor 4 (Homo sapiens), Q8WZA2. EPAC2 activation, biochemical qHTS; response scale: 100% = 6.5 mM cAMP response. Potency, µM (titrated, usually from 154 µM), for the others: at the top dose activation, actives largely listed as activators. 360,000 tested, 0.079% active. AID 720711, 2013; note: potency is the fitted concentration of half-maximal effect; nearly all actives have a fitted effect of over 50% in size
# Target sequence (Q8WZA2 whole entry, looked up): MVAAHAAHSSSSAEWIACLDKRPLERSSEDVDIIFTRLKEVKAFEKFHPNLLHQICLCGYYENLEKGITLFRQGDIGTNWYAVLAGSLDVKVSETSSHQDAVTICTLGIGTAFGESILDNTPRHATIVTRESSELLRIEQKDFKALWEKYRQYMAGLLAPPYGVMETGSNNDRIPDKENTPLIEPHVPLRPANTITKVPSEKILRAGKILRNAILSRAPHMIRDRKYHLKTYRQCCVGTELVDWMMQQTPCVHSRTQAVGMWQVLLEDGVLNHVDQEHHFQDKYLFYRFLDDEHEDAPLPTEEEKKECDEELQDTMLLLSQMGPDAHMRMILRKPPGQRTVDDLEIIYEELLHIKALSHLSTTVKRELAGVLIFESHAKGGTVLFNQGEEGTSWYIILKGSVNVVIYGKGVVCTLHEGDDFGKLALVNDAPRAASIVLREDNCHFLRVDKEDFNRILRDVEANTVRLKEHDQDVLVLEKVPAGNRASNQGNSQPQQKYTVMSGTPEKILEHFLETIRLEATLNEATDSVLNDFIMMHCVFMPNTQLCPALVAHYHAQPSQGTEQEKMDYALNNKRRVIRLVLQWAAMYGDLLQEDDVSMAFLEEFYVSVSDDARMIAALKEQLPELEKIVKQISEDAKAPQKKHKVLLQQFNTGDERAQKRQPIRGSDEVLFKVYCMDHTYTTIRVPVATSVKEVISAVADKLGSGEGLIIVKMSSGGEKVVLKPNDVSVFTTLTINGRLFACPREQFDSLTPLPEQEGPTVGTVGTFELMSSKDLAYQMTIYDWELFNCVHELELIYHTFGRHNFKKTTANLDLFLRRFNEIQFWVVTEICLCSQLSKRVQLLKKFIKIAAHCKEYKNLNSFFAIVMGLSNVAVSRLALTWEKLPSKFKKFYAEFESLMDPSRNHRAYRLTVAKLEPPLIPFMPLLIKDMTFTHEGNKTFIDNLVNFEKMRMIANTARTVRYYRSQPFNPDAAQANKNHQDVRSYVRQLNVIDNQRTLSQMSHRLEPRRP
#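 Compounds were added across a concentration range to EPAC2 (100 nM), RAP1B-BODIPY-GDP (250 nM) and GDP (50 uM). After 5 min at room temperature, fluorescence was recorded at 5-min intervals for 30 min.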
# * hit, by the source's call; i = inactive; u = inconclusive; x = no result given; & = joins results of further samples; [ ] = remark or other dose. Unless noted, calls come from the whole dose curve; as a rule, active = well fitted curve in the direction sought with a large enough effect; inconclusive = small, poorly fitted or top-dose-only effect, or another doubt; inactive = no such curve, though single readings can be large; an effect the other way counts as inactive or inconclusive.
# A first look:
no.	mol	TGFb inhibitor	HepG2 viability	S2 tox	EPAC2 agonist	Nrf2 inh	ATXN2 expr inh	Nrf2 ARE act	IL2 activator	A549 viability
1	CCOC(=O)c1c(N)sc2c1CCCC2=O	1%	4%	i	12%	u	1%	3.1%	-1.3	-5%
2	Cc1cc(N2CCc3ccccc32)n2ncnc2n1	u	12%	i	-1%	-4%	10%	0.7%	-3.4	-4%

# All compounds of this part, from the start:
no.	mol	TGFb inhibitor	HepG2 viability	S2 tox	EPAC2 agonist	Nrf2 inh	ATXN2 expr inh	Nrf2 ARE act	IL2 activator	A549 viability
1	CCOC(=O)c1c(N)sc2c1CCCC2=O	1%	4%	i	12%	u	1%	3.1%	-1.3	-5%
2	Cc1cc(N2CCc3ccccc32)n2ncnc2n1	u	12%	i	-1%	-4%	10%	0.7%	-3.4	-4%
3	O=C1C2C3C=CC(C4CC34)C2C(=O)N1c1nccs1 (configuration not stated)	0%	-1%	i	10%	11%	-2%	-0.6%	2.1	-6%
4	CCc1ccc2nc(N3CCN(C(=O)c4ccccc4)CC3)sc2c1	-19%	-24%	x	x	x	x	-0.2%	x	-9%
5	Cc1nc2ccccc2c(=O)n1/N=C/c1ccc(C(C)C)cc1	-20%	-23%	i	-2%	-5%	18%	-0.3%	-4.5	-1%
6	CC(C)(C)NC(=O)C(c1ccccn1)N(C(=O)C1CSC(=O)C1)c1cccc(F)c1 (configuration not stated)	6%	1%	i	-6%	-8%	14%	-0.9%	-1.4	-4%
7	Cc1ccc(O)c(Nc2ncnc3ccc([N+](=O)[O-])cc23)c1	2%	0%	i	21%	14%	10%	7.1%	1.9	-7%
8	CCN(CC)S(=O)(=O)c1ccc(-c2ccc(S(=O)(=O)N(CC)CC)cc2)cc1	-1%	-35%	i	0%	u	-26%	0.0%	0.1	-15%
9	O=C(NCC(c1ccco1)N1CCN(c2ccccc2F)CC1)C(=O)NC1CCCCC1 (configuration not stated)	5%	-4%	i	1%	4%	-7%	3.0%	0.2	-2%
10	O=C1C2C3C=CC(C3)C2C(=O)N1Cc1ccc(CN2C(=O)C3C4C=CC(C4)C3C2=O)cc1 (configuration not stated)	2%	-10%	i	-1%	-25%	-10%	0.5%	-0.9	-5%
11	CCc1nc2c(OCCOc3ccc(F)cc3)cccn2c1N(C)C(=O)c1ccc(OC)cc1	-4%	-11%	i	16%	x	u	0.8%	-0.6	x
12	Nc1ccc(S(=O)(=O)Nc2nccs2)cc1N=Nc1ccccc1[N+](=O)[O-]	0%	-3%	i	-1%	-26%	3%	-2.8%	-0.4	u
13	COc1cnc(-c2ccccn2)[nH]c1=O	18%	9%	i	8%	-9%	-9%	-0.7%	-4.0	-2%
14	CCOc1ccc2nc(N3CCCC(C(=O)Nc4c(C)cccc4C)C3)sc2c1 (configuration not stated)	0%	2%	x	x	u	x	3.8%	x	1%
15	CCCC(=O)Nc1nnc(C2CCCO2)s1 (configuration not stated)	-18%	-19%	i	3%	-19%	-2%	-0.6%	-2.0	-7%
16	Cc1nc(SCC(=O)NC2CCS(=O)(=O)C2)c2c3c(sc2n1)CCC3 (configuration not stated)	u	4%	i	7%	0%	-9%	0.0%	0.8	1%
17	Cn1cc2cccc([N+](=O)[O-])c2n1	-2%	1%	i	-1%	-17%	4%	-0.2%	-0.5	-25%
18	NCCSc1c(-c2ccc(F)cc2)[nH]c2ccccc12	u	-22%	u	6%	-14%	x	-1.1%	-0.7	0%
19	CCCCCn1cnnc1SCC(=O)c1ccc2c(c1)OCO2	1%	6%	u	7%	4%	x	0.7%	1.7	13%
20	COC(=O)C1=C[C@@H](C(=O)OC)C2C3=C(C(=O)[C@@]2(CC(C)C)NC(=O)c2ccccc2)[C@H](C)n2c(=O)n(C)c(=O)n2[C@@H]3C1 (some centres not stated)	u	-5%	x	x	7%	x	x	x	-1%
21	Cc1cccc(OCCCC(=O)Nc2nccs2)c1C	0%	17%	i	7%	u	-20%	2.6%	0.5	-6%
22	O=C(COC(=O)/C=C/c1cccc(C(F)(F)F)c1)NC(=O)NC1CCCC1	-5%	-36%	i	-9%	-5%	-18%	2.9%	-0.7	1%
23	CC1Cc2ccccc2N1c1nc(C2CC2)nc2c1nnn2Cc1ccccc1 (configuration not stated)	8%	-17%	i	20%	-14%	-1%	0.3%	1.3	5%
24	COc1ccccc1/C=C(\NC(=O)c1ccc(OC)c(OC)c1)C(=O)Nc1ccc([N+](=O)[O-])cc1	-3%	-14%	i	8%	-3%	x	-0.2%	-2.2	6%
25	Cc1ccc(CNC(=O)CSc2nnc3c(n2)[nH]c2ccc(F)cc23)cc1	24%	12%	i	5%	1%	-11%	0.0%	-0.8	8%
26	Cc1ccc(C(=O)CSc2nc(N)cc(=O)[nH]2)cc1	1%	-6%	i	6%	15%	-6%	-0.1%	0.5	-3%
27	COc1cc(C(CCN2CCOCC2)c2c(OC)cc(OC)c3c(C)cc(=O)oc23)cc(OC)c1OC (configuration not stated)	-15%&20%	-3%&8%	u	3%	u	0%	1.0%	-4.2	-15%&-13%
28	COc1ccc(NC(=O)c2cc3ccccc3o2)cc1	4%	-27%	i	0%	u	56%[activator]	22%	0.2	-3%
29	Cc1sc2cc(-c3cccc([N+](=O)[O-])c3)c(-c3cccc([N+](=O)[O-])c3)c[n+]2c1C	9%	11%	i	0%	0%	-2%	6.6%	-0.5	7%
30	CN(C)c1ccc(C(=O)NCc2ccc3c(c2)OCO3)cc1	-2%	15%	i	1%	8%	7%	-0.1%	0.3	-1%

# Compound profiles (already shown):
# `COC(=O)C1=C[C@@H](C(=O)OC)C2C3=C(C(=O)[C@@]2(CC(C)C)NC(=O)c2ccccc2)[C@H](C)n2c(=O)n(C)c(=O)n2[C@@H]3C1` (some centres not stated) reads TGFb inhibitor: u; HepG2 viability: -5%; S2 tox: x; EPAC2 agonist: x; Nrf2 inh: 7%; ATXN2 expr inh: x; Nrf2 ARE act: x; IL2 activator: x; A549 viability: -1%
# `Cc1ccc(C(=O)CSc2nc(N)cc(=O)[nH]2)cc1` reads TGFb inhibitor: 1%; HepG2 viability: -6%; S2 tox: i; EPAC2 agonist: 6%; Nrf2 inh: 15%; ATXN2 expr inh: -6%; Nrf2 ARE act: -0.1%; IL2 activator: 0.5; A549 viability: -3%
# `Cc1cc(N2CCc3ccccc32)n2ncnc2n1` reads TGFb inhibitor: u; HepG2 viability: 12%; S2 tox: i; EPAC2 agonist: -1%; Nrf2 inh: -4%; ATXN2 expr inh: 10%; Nrf2 ARE act: 0.7%; IL2 activator: -3.4; A549 viability: -4%

# More entries
no.	mol	TGFb inhibitor	HepG2 viability	S2 tox	EPAC2 agonist	Nrf2 inh	ATXN2 expr inh	Nrf2 ARE act	IL2 activator	A549 viability
31	Cc1cc(-c2cccc([N+](=O)[O-])c2)nc2ccccc12	-3%	15%	i	7%	26%	18%	u	-0.8	-6%
32	CCc1ccc(NC(=O)CCc2nc3cccnc3n2Cc2ccc(OC)cc2)cc1	0%	-50%	u	-27%	u	u	0.3%	-2.9	-20%
33	O=C(COC(=O)c1ccc(Cl)nc1)NCCC1=CCCCC1	-27%	0%	i	11%	13%	4%	-0.3%	-2.0	2%
34	COCC(C)n1c(C)cc(C(=O)CN2C(=O)NC3(CCCCC3C)C2=O)c1C (configuration not stated)	12%	19%	i	1%	8%	12%	0.5%	-2.1	-4%
35	O=C1CN(C(=O)c2ccccn2)c2ccccc2N1	-20%	-21%	i	-3%	-6%	0%	-0.8%	-0.3	-3%
36	COc1ccccc1NC(=O)C1CCN(C(=O)C2CC(=O)N(c3ccc(C)cc3)C2)CC1 (configuration not stated)	3%	-4%	i	16%	18%	2%	-0.8%	-0.3	1%
37	CC1CC(C)CN(C(=O)COC(=O)c2ccc3c(c2)C(=O)N(Cc2ccco2)C3=O)C1 (configuration not stated)	10%	-5%	u	-2%	5%	8%	-2.2%	-0.2	-4%
38	Cc1oc2ncn(CC(C)C)c(=O)c2c1C(=O)NCCc1ccc(Cl)cc1	u	3%	i	x	18%	3%	-0.6%	x	0%
39	Clc1ccc(SCCn2cncn2)cc1	-2%	-4%	i	-2%	12%	-10%	-0.3%	-1.2	0%
40	CN(CC(=O)NCc1ccccn1)S(=O)(=O)c1cc(Cl)ccc1Cl	0%	-4%	i	4%	2%	2%	0.0%	-2.9	4%
41	CCn1c(=O)c2cc(C(=O)NCCCN3CCN(C)CC3)sc2c2ccccc21	37%[activator]	-9%	i	x	-4%	-5%	1.3%	x	u
42	CCCOc1ccc(C(=O)Nc2cc3nn(-c4ccc(CC)cc4)nc3cc2C)cc1	-5%	4%	u	x	1%	8%	-0.9%	x	-5%
43	O=C1c2ccccc2C(=O)C1(c1ccccc1)N1CCN(c2cccc(Cl)c2)CC1	-16%	-30%	u	x	18%	-8%	-0.9%	x	3%
44	Cn1cccc1Cc1nnc(SCC(=O)Nc2ccc(F)cc2)n1CCc1ccccc1	0%	-26%	i	2%	u	-11%	3.9%	-2.7	9%
45	CCN(CC)CCN(C(=O)c1ccc2c(c1)CCCC2)c1nc2c(OC)cccc2s1	u	-46%	i	13%	x	x	4.3%	-2.5	x
46	OCCN1CCN(c2cc(C(F)(F)F)nc3c(F)cccc23)CC1	-3%	8%	i	2%	1%	3%	-0.9%	-3.6	-4%
47	COc1ccc(Nc2nc(NCCCN3CCOCC3)nc(N)c2[N+](=O)[O-])cc1	u	-31%	i	3%	-23%	-30%	4.7%	0.8	1%
